IL-2 act: activators of IL-2. activation, % (series mostly up to about 46 µM). 360,000 tested, 0.065% active. IL-2 activation reporter assay, cell-based qHTS; stimulated with anti-CD3/CD4/CD28 beads; in transgenic mouse T cells; in the data active = activation above about 50%; inconclusive = mostly about 30% to 49%; note: 0% is about no effect
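EGFP and DsRed fluorescence is measured by plate cytometry in unstimulated transgenic mouse T cells exposed to compound for 60 minutes, then stimulated 18 hours at 37 degrees C with anti-CD3/anti-CD4 beads plus anti-CD28.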
EPAC1 antag: blocks human EPAC1 exchange factor. O95398. EPAC1 GEF assay, Rap1b-BODIPY-GDP exchange fluorescence. Potency, µM (highest dose often 115 µM), for the others: at the highest dose activity change, negative = inhibition, most hits filed as inhibitors. 360,000 tested, 0.14% active. AID 720709;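 note: potency is the fitted concentration of half-maximal effect; plate controls were vehicle for no effect and positive control for full effect; nearly all actives have a fitted effect of over 50% in size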
PI5P4K alpha inh: PI5P4K alpha (human) kinase inhibition. 330,000 tested, 1.2% active. PI5P4Kalpha enzyme, ADP-Glo luminescence, 60 min; stronger effect = lower value. max response, %; active = max response of -50% or lower; inconclusive = between -30% and -50%; inactive = -30% or higher; note: value at the top dose of about 77 µM; % is set by controls: 0 for no effect and ±100 for the full control effect
Target sequence (P48426 whole entry, looked up): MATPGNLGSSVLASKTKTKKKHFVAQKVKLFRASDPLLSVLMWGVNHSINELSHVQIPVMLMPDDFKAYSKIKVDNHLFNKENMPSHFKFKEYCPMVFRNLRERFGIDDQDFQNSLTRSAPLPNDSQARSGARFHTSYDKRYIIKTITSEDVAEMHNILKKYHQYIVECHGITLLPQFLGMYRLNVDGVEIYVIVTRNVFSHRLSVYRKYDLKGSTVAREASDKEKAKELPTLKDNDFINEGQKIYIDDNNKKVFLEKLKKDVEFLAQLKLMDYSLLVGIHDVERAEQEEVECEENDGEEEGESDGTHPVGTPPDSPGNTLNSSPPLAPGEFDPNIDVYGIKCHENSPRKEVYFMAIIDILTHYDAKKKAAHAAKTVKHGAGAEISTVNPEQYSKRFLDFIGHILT
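PI5P4Kalpha ADP-Glo assay; 5 microM ATP final; 60 min RT reaction; HEPES pH 7.4/EGTA/CHAPS, 5% DMSO; controls lacking substrate or enzyme; luminescent end-point.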
GLP1R cytotox: cytotoxicity counter-screen for GLP-1 receptor inverse agonists | HEK293 cAMP-luciferase reporter cells, luminescence, 24 h | Potency, µM (highest dose often 38.3 µM), without a hit: top-dose activity change, negative = inhibition, hits mostly inhibitors | 410,000 tested, 0.13% active | AID 624418;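 note: loss of luciferase light is scored as toxicity; potency is the fitted concentration of half-maximal effect; % is set by controls: 0 for no effect and ±100 for the full control effect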
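MLSMR compounds, 24 hr on cells at 37 deg C/5% CO2; luminescence after luciferase reagent (12 min RT). Inhibition counted as the undesired cytotoxic outcome.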
PLK1 PBD inh: blocks phosphopeptide binding to human PLK1 polo-box domain; Potency, µM, for the others: max response, negative = inhibition, usual class: inhibitors; Plk1 PBD binding of FITC phosphopeptide, fluorescence polarization; 360,000 tested, 2.8% active; note: potency is the fitted concentration of half-maximal effect; series mostly up to about 57 µM; % is set by controls: 0 for no effect and ±100 for the full control effect; nearly all actives have a fitted effect of over 65% in size
Target sequence (P53350 whole entry, looked up, the tested form may be a part): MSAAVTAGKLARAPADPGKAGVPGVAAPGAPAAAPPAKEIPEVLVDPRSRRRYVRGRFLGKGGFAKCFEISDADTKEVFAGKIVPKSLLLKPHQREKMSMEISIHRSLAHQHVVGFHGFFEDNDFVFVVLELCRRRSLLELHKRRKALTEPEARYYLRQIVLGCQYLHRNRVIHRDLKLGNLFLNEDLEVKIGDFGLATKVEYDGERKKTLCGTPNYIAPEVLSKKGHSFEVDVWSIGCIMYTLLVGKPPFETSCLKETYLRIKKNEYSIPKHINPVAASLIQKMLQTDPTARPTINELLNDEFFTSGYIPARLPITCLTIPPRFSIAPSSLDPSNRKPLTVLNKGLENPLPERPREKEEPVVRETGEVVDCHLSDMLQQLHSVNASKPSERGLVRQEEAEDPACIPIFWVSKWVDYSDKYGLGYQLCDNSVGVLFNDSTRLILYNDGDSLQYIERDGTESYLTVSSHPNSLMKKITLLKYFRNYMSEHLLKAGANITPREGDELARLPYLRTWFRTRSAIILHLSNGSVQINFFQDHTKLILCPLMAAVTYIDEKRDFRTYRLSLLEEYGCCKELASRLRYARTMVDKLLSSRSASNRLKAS
EPAC1 agonist: EPAC1 (human) agonism | EPAC1 agonist qHTS, biochemical assay; response scale: 100% = response to 6.5 mM cAMP | Potency, µM (series often up to 154 µM), for inactives: top-dose activation, hits mostly activators | 360,000 tested, 0.073% active; note: potency is the fitted concentration of half-maximal effect; nearly all actives have a fitted effect of over 60% in size
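Read-out is the fluorescence drop as BODIPY-GDP leaves Rap1B (480 nm excitation, 540 nm emission), recorded every 5 minutes over 30 minutes. Reactions held 100 nM EPAC1, 250 nM Rap1B–BODIPY-GDP and 50 uM GDP, with 6.5 mM cAMP setting full activation.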
PTHR1 ag: PTHR1 (human) receptor agonism; AID 743266; Potency, µM (titrated, usually from 115 µM), without a hit: top-dose activation, usual class: activators; HEK293 GP2 PTHR1 cells, GloSensor cAMP luminescence, 1 h; 410,000 tested, 0.075% active; Q03431; note: potency is the fitted concentration of half-maximal effect; nearly all actives have a fitted effect of over 55% in size; some results filed as inactive show a strong effect at the top dose; inactives centre near -15; many of its hits are not listed in these tables
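HEK-293-derived GP2 cells expressing PTHR1 and a GloSensor cAMP reporter, 3,000/well, plated overnight, given luciferin plus IBMX (each 0.5 mM as added) for 1 h at 37 °C, then compound for 1 h at 37 °C. Luminescence was read after 15 min at room temperature.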
GLP1R ag: activates the human GLP-1 receptor; P43220; AID 624172; Potency, µM (highest dose often 45.6 µM), without a hit: at the highest dose activation, actives largely listed as activators; 380,000 tested, 0.007% active; HEK293 GLP-1R CRE-luciferase, luminescence, 4-6 h; cells express a hypersensitive GLP-1R form; note: potency is the fitted concentration of half-maximal effect; % of control where 0% means no effect
GLP-1R inv ag: inverse agonists of human GLP-1 receptor; P43220; HEK293 GLP-1R CRE-luciferase, luminescence, 24 h; GLP-1R form is constitutively active; Potency, µM (titrated, usually from 38.3 µM), for inactives: at the top dose activity change, negative = inhibition, most hits filed as inhibitors; 410,000 tested, 1.6% active; note: potency is the fitted concentration of half-maximal effect; % is set by controls: 0 for no effect and ±100 for the full control effect; nearly all actives have a fitted effect of over 55% in size
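Luminescence readout: a drop in cAMP-driven luciferase signal flags inverse agonism at a constitutively active GLP-1R stably expressed in HEK293. Compound exposure lasted 24 hr at 37 deg C, 5% CO2.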
* hit, by the source's call; i = inactive; ? = inconclusive; . = not tested or not shown; [ ] = another dose, or the depositor's remark. Unless noted, calls come from the whole dose curve; as a rule, active = well fitted curve in the direction sought with a large enough effect; inconclusive = small, poorly fitted or top-dose-only effect, or another doubt; inactive = no such curve, though single readings can be large; an effect the other way counts as inactive or inconclusive.

SMILES	IL-2 act	EPAC1 antag	PI5P4K alpha inh	GLP1R cytotox	PLK1 PBD inh	EPAC1 agonist	PTHR1 ag	GLP1R ag	GLP-1R inv ag
COc1ccc(S(=O)(=O)N(Cc2cccnc2)Cc2cc3ccccc3[nH]c2=O)cc1	-3.2	10.9%	5.4	-2.5%	26.7µM*	0.4%	-48.6%[inhibitor]	-1.3%	1.0%
Cc1noc(C)c1S(=O)(=O)N(C)C[C@H]1Oc2ccc(NC(=O)C3CC3)cc2C(=O)N([C@H](C)CO)C[C@@H]1C	0.8	10.7%	-2.2	-27.2%	-3.7%	1.9%	i	-1.1%	36.8%[activator]
CC1CCCCC12NC(=O)N(CC(=O)NCCc1c[nH]c3ccccc13)C2=O (stereo not drawn)	0.4	-5.5%	1.4	-0.1%	-4.8%	-2.3%	-32.9%[inhibitor]	-3.0%	?
CSc1ccccc1C(=O)C1CCCN(C(=O)NC(C)C)C1 (stereo not drawn)	0.2	-17.8%	-3.8	-12.0%	-11.3%	11.1%	i	4.7%	-22.7%
COCCN(CCOC)S(=O)(=O)c1ccc(C(=O)Nc2c(C)n(C)n(-c3ccccc3)c2=O)cc1	0.8	?	-1.0	-3.2%	-2.0%	9.6%	-15.4%	0.6%	9.2%
COc1ccc(Cl)cc1C(=O)NNC(=S)NC(=O)c1cc(-c2ccc(Cl)cc2)nc2ccccc12	1.9	-12.1%	-28.2	-0.8%	-13.0%	0.7%	i	-13.5%	-0.3%
O=S(=O)(Nc1ccc(N2CCOCC2)cc1)c1c(F)cc(F)cc1Br	-0.1	7.9%	?	16.6%	?	1.6%	-22.3%	4.1%	14.7%
CC(=O)c1c(C)[nH]c(C(=O)COC(=O)CNS(=O)(=O)c2ccccc2)c1C	-0.9	5.2%	.	3.8%	2.9%	-0.7%	-1.0%[57.5 µM]	-6.2%	-5.8%
Cc1ccc(C)c(N2CCN(C(=O)Cn3ncn4cccc4c3=O)CC2)c1	-2.8	0.0%	8.6	-5.9%	-9.1%	-2.9%	-82.2%[inhibitor]	-7.5%	-20.7%
Cc1ccccc1CSc1[nH]c(=O)ncc1C	-0.7	16.2%	-3.3	-2.3%	-15.3%	-7.1%	-18.7%	-2.1%	0.5%
O=C1C2C3C=CC(C3)C2S(=O)(=O)C2C3C=CC(C3)C12 (stereo not drawn)	-1.6	13.3%	-9.7	-2.6%	-5.3%	-7.8%	i	-3.3%	5.1%
Cc1ccc(Cn2ccsc2=NC(=O)COC(=O)c2ccc(NC(=O)CC#N)cc2)cc1	-1.4	2.4%	-18.1	10.1%	-3.6%	16.4%	-31.1%[inhibitor]	1.5%	-2.4%

Quoted at random: 2 compounds from above.
SMILES	IL-2 act	EPAC1 antag	PI5P4K alpha inh	GLP1R cytotox	PLK1 PBD inh	EPAC1 agonist	PTHR1 ag	GLP1R ag	GLP-1R inv ag
O=S(=O)(Nc1ccc(N2CCOCC2)cc1)c1c(F)cc(F)cc1Br	-0.1	7.9%	?	16.6%	?	1.6%	-22.3%	4.1%	14.7%
Cc1ccccc1CSc1[nH]c(=O)ncc1C	-0.7	16.2%	-3.3	-2.3%	-15.3%	-7.1%	-18.7%	-2.1%	0.5%

The list goes on:
SMILES	IL-2 act	EPAC1 antag	PI5P4K alpha inh	GLP1R cytotox	PLK1 PBD inh	EPAC1 agonist	PTHR1 ag	GLP1R ag	GLP-1R inv ag
C=Cc1ccc(Cn2c(C)c(C(=O)NCc3cccc(C)c3)sc2=O)cc1	-0.8	?	4.1	5.2%	-8.1%	-5.8%	i	-1.8%	?
O=C(NCCOc1ccc(F)cc1)C1CCC(=O)N(CCCN2CCCC2=O)C1 (stereo not drawn)	-0.8	19.7%	0.2	1.8%	-0.7%	-2.2%	18.5%	-2.8%	8.9%
COc1ccc(Cl)cc1NC(=O)COC(=O)CCCC1=NS(=O)(=O)c2ccccc2N1	-0.2	-27.4%	2.0	-10.0%	6.2%	2.4%	-28.1%	4.8%	7.5%
CCn1nc(C)c(/C=N\NC(=O)c2ccc3c(c2)OCO3)c1C	1.8	10.9%	1.9	-12.4%	-6.1%	-0.5%	i	7.1%	0.4%
COc1ccc(CNC(=O)NS(=O)(=O)c2ccc(C)cc2)cc1	-0.1	-3.2%	0.2	1.4%	-1.2%	-17.5%	i	-1.9%	9.1%
O=C(c1cc(N2CCOCC2)c(F)cc1[N+](=O)[O-])N1CCOCC1	-0.3	-6.7%	3.9	-17.1%	2.3%	-0.2%	i	0.7%	9.0%
CCC(CC)c1nnc(NC(=O)C2CC(=O)N(C3CCCC3)C2)s1 (stereo not drawn)	-0.2	14.1%	-8.9	-14.8%	?	-4.8%	-27.6%	7.3%	-14.2%
Cn1c(=O)oc2cc(S(=O)(=O)N3CCc4ccccc4C3)ccc21	-2.8	-5.2%	-4.1	-14.2%	-4.3%	4.1%	i	-4.0%	10.2%
O=c1c(=O)n(CCO)n(CCO)c(=O)n1CCO	0.8	-9.2%	4.2	4.9%	-20.7%	4.9%	i	-7.6%	13.8%
COc1cccc(C(=O)NC23CC4CC(CC(C4)C2)C3)c1	-2.2	-1.8%	-0.3	-3.8%	-0.6%	6.5%	-6.2%	20.4%	?
CC(C)NC(=O)C(=O)NCCCOC(C)C	1.7	0.0%	6.5	-7.9%	-4.2%	0.0%	i	-7.8%	8.9%
O=C(NC(=S)NCc1ccco1)c1ccc(Br)cc1	0.2	2.2%	10.9	-1.4%	-5.9%	15.1%	-7.5%	0.6%	9.3%
O=C1N[C@H](Cc2ccccc2)CO1	0.8	-9.5%	-7.5	11.3%	-1.1%	0.1%	-0.8%	-3.2%	28.0%
O=C1C2CCCN2C(=S)N1c1cc(Cl)ccc1Cl (stereo not drawn)	3.5	-23.2%	4.2	2.6%	?	-1.1%	i	7.7%	55.4%
N#C/C(=C\c1ccc[nH]1)C(=O)Nc1ccccc1Cl	-4.3	-18.6%	2.8	-3.1%	-3.1%	-15.2%	i	-5.7%	49.1%[activator]
CCO[C@@H]1c2c(ccc3ccc(=O)oc23)OC(C)(C)[C@H]1O	0.3	0.2%	1.7	5.2%	-9.2%	1.1%	-14.8%	10.0%	3.7%
CCN(C1CCS(=O)(=O)C1)S(=O)(=O)c1cccc([N+](=O)[O-])c1 (stereo not drawn)	-0.6	-6.7%	-7.6	16.8%	-13.9%	-6.8%	i	6.1%	16.0%
O=C(OCc1ccccc1)N1CCC2CC1c1cc(-c3ccc4c(c3)OCO4)ccc12 (stereo not drawn)	0.2	-5.9%	10.3	-7.7%	-4.0%	8.4%	-25.4%	-4.2%	?
CCOC(=O)Cn1nnc2c(sc3nc4c(c(-c5ccc(Cl)cc5)c32)CCC4)c1=O	1.2	1.6%	0.4	-7.8%	0.3%	-13.9%	-9.1%[57.5 µM]	-3.5%	2.1%
O=C(c1ccc(S(=O)(=O)N2CCCC2)cc1)N1CCN(S(=O)(=O)c2cccc(F)c2)CC1	2.7	0.5%	16.2	-5.3%	3.2%	5.8%	i	3.8%	3.6%
CCC(=O)Nc1ccc2c(c1)C(=O)N(C)C2=O	-0.2	4.9%	0.0	8.4%	-4.3%	-2.9%	-4.2%[57.5 µM]	-0.2%	2.3%
Clc1ccc2nc3ccccn3c2c1	0.8	2.4%	.	-2.5%	-0.8%	0.5%	i	-0.3%	-6.3%
COc1ccc(OC)c(/C=N/NC(=O)CC(=O)NC2CCCCC2)c1	-2.2	-2.0%	2.6	3.6%	-22.9%	7.0%	i	14.0%	-16.6%
CCN(CC(=O)NC)S(=O)(=O)c1ccc(Br)cc1	0.0	7.4%	-4.0	0.5%	0.1%	-6.0%	-18.1%[57.5 µM]	0.2%	4.4%
COCCNC(=O)C1(C(F)(F)F)CC(CCCO)CCCO1 (stereo not drawn)	-0.6	-0.3%	-3.6	-22.2%	-6.1%	9.9%	-18.9%	11.6%	11.6%
N/C(=N\OC(=O)CCc1ccccc1)c1ccc(Cl)cc1	-2.7	-4.8%	.	6.8%	-13.8%	16.2%	-24.0%	1.4%	19.2%
N=C1SCC(=O)N1c1ncc(Cc2cccc(Cl)c2)s1	0.9	-12.3%	-6.9	?	-14.8%	7.1%	-11.6%	3.2%	?
CC(C)CNC(=O)CSc1nnc2ccccn12	0.2	-18.1%	2.5	-11.6%	-8.3%	2.8%	-4.2%	-2.8%	-2.3%
Cc1cccc(OCCOCCN2CCNCC2)c1C	-0.8	-9.9%	9.0	51.6%	?	2.9%	?	0.8%	?
CCOC(=O)c1nn(-c2ccc(OCC)cc2)c2nc(-c3ccco3)c(C#N)c(=O)n12	0.7	11.9%	0.4	9.2%	1.3%	-5.1%	-20.0%	7.0%	28.3%
COc1cc(NC(=O)C2=C(N3CCOCC3)/C(=C\c3ccc(Br)cc3)CC2)cc(OC)c1OC	2.6	-19.0%	-0.7	8.8%	-7.7%	2.7%	-89.5%[inhibitor]	-7.0%	-11.1%
O=C(Nc1cccc(F)c1)C1CCN(S(=O)(=O)c2cccc3nonc23)CC1	-0.4	-12.2%	-18.0	-1.5%	-1.0%	-4.5%	-20.8%	7.5%	?
Cn1c(OCc2ccc3c(c2)OCO3)nc2c1c(=O)n(Cc1ccc(Cl)c(Cl)c1)c(=O)n2C	1.3	-13.3%	2.6	4.1%	?	11.0%	-24.4%	8.9%	0.8%
O=C(Nc1cc(Oc2ccc(Cl)cc2)cc([N+](=O)[O-])c1)c1ccco1	-0.9	-10.4%	4.4	-29.0%	-19.7%	23.5%	-40.2%[inhibitor]	-5.1%	?
CSCCC(NS(=O)(=O)c1ccc(Cl)cc1)C(=O)OCC(=O)NC12CC3CC(CC(C3)C1)C2 (stereo not drawn)	-2.2	-7.0%	0.7	7.1%	-3.3%	12.5%	-25.4%	3.0%	?
O=C(Nc1nnc(C23CC4CC(CC(C4)C2)C3)s1)c1ccco1	2.5	14.9%	-1.8	-14.4%	-2.8%	5.5%	-16.5%	-4.4%	0.6%
CCn1ccnc1CN(C)Cc1cn(-c2cc(C)ccc2C)nc1-c1ccccc1	-5.6	-9.5%	3.5	?	-10.0%	4.2%	i	18.1%	?
O=C(NCCCN1CCOCC1)c1ccccc1NS(=O)(=O)c1ccc(F)cc1	0.0	-10.2%	-8.0	-0.6%	2.3%	-2.0%	-13.7%	2.6%	7.7%

High-throughput results from PubChem BioAssay.

This is a subset, so the mix of outcomes need not match the whole.
